12-LOX inh – blocks human arachidonate 12S-lipoxygenase. AID 1671190. hit rate 1.1% among 580,000. Potency, µM (highest dose often 108 µM), without a hit: top-dose activity change, negative = inhibition, usual class: inhibitors. P18054. purified 12hLO, xylenol orange hydroperoxide absorbance; further: potency means the concentration at half of the fitted maximal effect; on the % scale 0 is the no-effect control and ±100 the full control effect
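Purified human 12hLO at 150 nM in 25 mM Hepes, 0.01% Triton X-100, pH 7.0, preincubated 15 min at room temperature with compound. Reaction started with 40 uM arachidonic acid, 30 min at room temperature. Hydroperoxide measured by Fe-xylenol orange, 573/405 nm absorbance ratio.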
G9a block – G9a (human) methyltransferase inhibition. Q96KQ7. G9a H3K9 monomethylation, AlphaScreen, 2 h. Potency, µM (series often up to 102 µM), for the others: at the top dose activity, negative = inhibition, usual class: inhibitors. hit rate 8.8% among 350,000. AID 504332; further: potency means the concentration at half of the fitted maximal effect; on the % scale 0 is the no-effect control and ±100 the full control effect; nearly all actives have a fitted effect of over 75% in size
Target sequence (Q96KQ7 913-1193 limits assumed): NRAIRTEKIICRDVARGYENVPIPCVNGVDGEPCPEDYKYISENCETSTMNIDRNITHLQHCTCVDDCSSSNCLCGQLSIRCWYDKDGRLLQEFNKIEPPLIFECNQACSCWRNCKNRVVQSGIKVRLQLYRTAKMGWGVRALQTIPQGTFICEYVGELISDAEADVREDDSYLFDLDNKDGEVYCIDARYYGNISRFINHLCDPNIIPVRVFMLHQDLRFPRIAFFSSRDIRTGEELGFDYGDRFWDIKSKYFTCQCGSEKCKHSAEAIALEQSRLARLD
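G9a (20 nM) was preincubated 15 min with compound, then reacted 2 h at room temperature with 500 nM biotin-H3K9 peptide and 20 µM SAM. Monomethyl-H3K9 detected by AlphaScreen using anti-H3K9me1 antibody.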
GLS inh – inhibitors of human glutaminase (GLS) | hit rate 0.21% among 410,000 | AID 624170 | Potency, µM (highest dose often 45.5 µM), for inactives: top-dose activity change, negative = inhibition, most hits filed as inhibitors | GLS enzymatic activity, qHTS titration | O94925; further: potency means the concentration at half of the fitted maximal effect; on the % scale 0 is the no-effect control and ±100 the full control effect
Target sequence (O94925 whole entry, looked up): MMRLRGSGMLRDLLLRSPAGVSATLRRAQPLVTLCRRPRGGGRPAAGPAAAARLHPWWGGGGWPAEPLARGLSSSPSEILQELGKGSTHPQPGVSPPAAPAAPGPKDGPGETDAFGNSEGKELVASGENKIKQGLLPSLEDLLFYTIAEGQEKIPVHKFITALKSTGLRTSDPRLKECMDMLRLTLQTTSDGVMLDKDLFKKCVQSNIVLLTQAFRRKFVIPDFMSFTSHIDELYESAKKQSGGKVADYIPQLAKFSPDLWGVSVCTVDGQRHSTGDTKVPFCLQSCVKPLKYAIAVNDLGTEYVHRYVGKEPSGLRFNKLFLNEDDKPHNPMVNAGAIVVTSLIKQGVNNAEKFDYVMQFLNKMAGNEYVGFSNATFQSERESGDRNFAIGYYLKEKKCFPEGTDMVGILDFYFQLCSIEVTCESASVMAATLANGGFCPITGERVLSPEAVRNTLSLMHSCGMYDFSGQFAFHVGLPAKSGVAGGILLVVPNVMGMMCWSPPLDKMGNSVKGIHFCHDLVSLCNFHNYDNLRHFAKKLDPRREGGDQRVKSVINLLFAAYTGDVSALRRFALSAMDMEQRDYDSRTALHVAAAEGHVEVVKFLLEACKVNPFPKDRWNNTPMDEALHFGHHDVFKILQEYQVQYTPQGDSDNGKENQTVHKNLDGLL
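Coupled fluorescence readout: glutamate oxidase/HRP/Amplex Red detect glutamate formed by hKGA from L-glutamine (1 mM solution added). Buffer 45 mM KH2PO4 pH 8.2, 0.02% Tween-20; reads at t0 and 30 min RT.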
RGS4 inhibitor – blocks human RGS4-accelerated GTP hydrolysis; Transcreener GDP fluorescence polarization, RGS4-accelerated GTP hydrolysis; Potency, µM (series often up to 114 µM), inactives show top-dose activity change, negative = inhibition, actives largely listed as inhibitors; P49798; hit rate 0.039% among 390,000; AID 504845; further: potency means the concentration at half of the fitted maximal effect; on the % scale 0 is the no-effect control and ±100 the full control effect; nearly all actives have a fitted effect of over 75% in size; some results filed as inactive show a strong effect at the top dose
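MLSMR compounds (23 nl, pin-transferred) preincubated 10 min at room temperature with a 500nM (2x) first reagent, then RGS4 at 900nM (2x) plus Transcreener GDP mix added; fluorescence polarization (620/688 nm) read before and after 90 min at 30 °C.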
ERG Ets-DNA blk – ERG Ets/DNA interaction inhibition; P11308; fluorescence polarization, His-ERG Ets domain / labelled DNA; Potency, µM (titrated, usually from 76.9 µM), for inactives: at the highest dose FP activity, negative = inhibition, most hits filed as inhibitors; hit rate 0.028% among 370,000; AID 624246; active means well fitted inhibition curve with a large enough effect in the polarisation, with a control signal flat; inconclusive means small, poorly fitted or top-dose-only effect, or effect the other way, or a change in a side signal; inactive means no such curve, though single readings can be large or run the other way; the % refers to the polarisation;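 further: polarization taken with two DNA probes labelled with fluorescein and Texas red; potency means the concentration at half of the fitted maximal effect; % of control where 0% means no effect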
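His-tagged ERG Ets domain (1 uM in the protein solution; 300mM KCl, 50mM Tris-HCl, 1mM EDTA, 1mM DTT, pH 7.5) received compound, then a probe mix of 5 nM fluorescein-DNA and 100nM Texas-615-DNA. Fluorescence polarization was read for both dyes.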
BAZ2B inh – inhibitors of human BAZ2B bromodomain | hit rate 4.4% among 360,000 | AlphaScreen BAZ2B-H3K14Ac peptide displacement | AID 504333 | Q9UIF8 | Potency, µM (highest dose often 114 µM), inactives show top-dose activity change, negative = inhibition, most hits filed as inhibitors; further: potency means the concentration at half of the fitted maximal effect; on the % scale 0 is the no-effect control and ±100 the full control effect; nearly all actives have a fitted effect of over 60% in size
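AlphaScreen displacement: compounds (up to 110uM) incubated 30 min at room temperature with a preformed 50 nM BAZ2B/50 nM biotinylated H3K14Ac peptide complex in PBS pH 7.4 with Tween-20. Donor and acceptor beads at 10 ug/mL final added, 20 min light-protected before reading.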
JMJD2A Tudor inh – inhibitors of human JMJD2A Tudor domain; hit rate 4.4% among 390,000; Potency, µM (series often up to 114 µM), inactives show at the highest dose activity change, negative = inhibition, usual class: inhibitors; AlphaScreen JMJD2A-Tudor / H3K4me3 peptide binding; O75164; AID 504339; further: potency means the concentration at half of the fitted maximal effect; on the % scale 0 is the no-effect control and ±100 the full control effect; nearly all actives have a fitted effect of over 50% in size
HP1b chromo inh – blocks HP1-beta chromodomain binding to methylated histone tails | P83916 | AlphaScreen HP1-beta / biotin-H3K9me3 peptide binding | Potency, µM (doses to about 114 µM), without a hit: top-dose activity change, negative = inhibition, hits mostly inhibitors | hit rate 0.56% among 390,000 | AID 540317; further: potency means the concentration at half of the fitted maximal effect; nearly all actives have a fitted effect of over 70% in size; inactives centre near 23
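HP1-beta protein (50 nM final) preincubated 30 min at room temperature with biotinylated H3(1-18)K9me3 peptide (50 nM) in PBS pH 7.4, 0.01% Tween-20, then compound added for 30 min. AlphaScreen streptavidin donor/nickel chelate acceptor beads (10 ug/mL final), 30 min dark, luminescence read.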
PI4K2A block – inhibitors of human PI4K2A; Q9BTU6; purified PI4K2A, ADP-Glo luminescence, 1 h; active compounds read low; activity change, negative = inhibition, % at 76.9 µM; hit rate 0.13% among 420,000; AID 1346378; in the data active means activity change below about -50%; inconclusive means mostly about -30% to -49%;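 further: -100% = wells without enzyme as full effect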
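PI4K2A activity was measured by ADP-Glo luminescence: enzyme (4 ug/mL stock) and phosphatidylinositol (1.2 mM stock) in Tris pH 7.5/MgCl2/EGTA/Triton X-100 buffer were reacted with ATP (300 microM stock) for one hour at ambient temperature.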
* marks the source's active call; other numbers are inactive results; ? = inconclusive; · = no result given; & = joins results of further samples; [ ] = remark or other dose. Unless noted, the call rests on the fitted dose curve; in most records, active means well fitted curve in the direction sought with a large enough effect; inconclusive means small, poorly fitted or top-dose-only effect, or another doubt; inactive means no such curve, though single readings can be large; an effect the other way counts as inactive or inconclusive. Not all compounds are listed. The share of hits here may be higher or lower than overall.

12-LOX inh | G9a block | GLS inh | RGS4 inhibitor | ERG Ets-DNA blk | BAZ2B inh | JMJD2A Tudor inh | HP1b chromo inh | PI4K2A block | canonical_smiles
14% | · | -17% | 15% | -6% | -2% | -7% | 15% | -1 | O=C(CP(=O)(c1ccccc1)c1ccccc1)Nc1nc2ccccc2s1
-5% | 2%[59 µM] | -1% | 21% | 4% | -15% | -18% | 20% | 1 | COCCNC(=O)CCCn1c(SCC(=O)Nc2ccc(F)cc2)nc2c(sc3ccccc32)c1=O
-29% | -6%[59 µM] | 2% | -28% | 0% | 5% | -11% | 18% | -3 | CCOC(=O)c1cc2c(=O)n3ccccc3nc2n(Cc2ccco2)c1=NC(=O)c1ccc(OCC)cc1
0% | -3%[2.33 µM] | -1% | 7% | -6% | 1% | -17% | 23% | -10 | Cc1ccc(CN2CN(S(=O)(=O)c3cccs3)c3nc4ccccc4nc32)cc1
-1% | 57%[activator][12.7 µM] | 48%[activator] | 6% | -5% | -2% | -6% | 23% | 2 | CCOC(=O)N1CCC(Nc2c(NCCCN3CCN(CC)CC3)c(=O)c2=O)CC1
? | 40µM* | 11% | ? | 0% | 14µM* | 40µM* | ? | 6 | CCc1ccc(S(=O)(=O)N2CCCC(N3CCN(c4ccc(OC)cc4)CC3)C2)cc1 (stereo not drawn)
14% | -7% | ? | 9% | 14% | -10% | 3% | 29% | -2 | CN(C)C(=O)c1c(NC(=O)c2ccccc2)sc2c1CCC2
-2% | 14% | -4% | -14% | -4% | -2% | -17% | 15% | 0 | COc1ccccc1C(=O)Nc1ccc2c(C)cc(=O)oc2c1
15% | -3%[59 µM] | ? | -86%[56.9 µM] | 2% | 1% | 40µM* | ? | -13 | O=C(COc1ccc2c(c1)CCC2)N1CCc2ccccc21
? | · | 0% | 2%[11.4 µM] | -3% | · | 28%[57.1 µM] | 157%[activator] | -3 | Clc1cc(Cl)c2nc(N3CCCC3)sc2c1
· | 8% | -10% | 14% | -7% | -11% | -8% | -2% | 0 | Cc1coc2c1c(C)cc1oc(=O)c(CC(=O)NCC(=O)N[C@H](C(=O)O)C(C)C)c(C)c12
? | 5.6µM* | 0% | -44% | 5% | -14% | -14% | ? | 0 | CC(C)(C)C(=O)NC(=S)Nc1sc2c(c1C(N)=O)CCC2
-25% | -8%[2.33 µM] | 0% | -6% | 10% | 5% | -9% | 41%[activator] | -6 | Cc1cccc(NC(=O)c2ccc3c(=O)n4c(nc3c2)CCCCC4)n1
-11% | 12% | -10% | 5% | -7% | -6% | -4%[57.1 µM] | 47%[activator] | 1 | CS(=O)(=O)N(CC(=O)NCC1CCCO1)c1cccc([N+](=O)[O-])c1 (stereo not drawn)
-39% | · | ? | 2% | 14% | ? | -27% | 1% | 4 | Cc1ccc(-c2nn(-c3ccccc3)cc2C2CC(c3ccccc3)=NN2C(=O)CCC(=O)O)cc1 (stereo not drawn)
-16% | 5%[59 µM] | -11% | -26% | -6% | -20% | -22% | 30% | 3 | COc1ccc(CN(Cc2ccco2)C(=O)c2ccccc2F)cc1
3% | 7%[59 µM] | 2% | 30% | -10% | -15% | -15% | 14% | -1 | CCN(CC)S(=O)(=O)c1ccc2c(c1)oc(=O)n2CC(=O)N(C)C1CCCCC1
7% | -8%[59 µM] | 4% | -3% | 1% | -1% | -7% | 56%[activator] | 0 | O=C(NC1CCCCC1)c1ccc(CSc2nc3cccnc3n2Cc2ccccc2)cc1
-1% | 6% | 8% | -42% | 6% | 2% | -5% | 53%[activator] | -5 | CCOC(=O)CNC(=O)Cn1cnc2ccc(S(=O)(=O)N3CCC(C)CC3)cc2c1=O
0% | -1% | 11% | -21% | 3% | -23% | -19% | 11% | 5 | Cc1cc2cc(CNC(=O)CCC(=O)O)ccc2[nH]1
-2% | · | 1% | 14% | -2% | · | -2% | 23% | 0 | CC(=O)NC1CC2CCCC(C1)N2C(=O)Nc1ccccc1C (stereo not drawn)
-20% | 32%[0.501 µM] | 2% | -1% | -10% | -22% | 8% | 22% | 2 | C/C=C/C(=O)OCC(=O)Nc1ccc(F)cc1Cl
47%[activator] | 63%[activator][59 µM] | -10% | -14% | 8% | 7% | 9% | 33%[activator] | -2 | COc1cccc(-n2c(C)n[nH]c2=O)c1
-29% | -49% | 0% | 6% | -13% | 1% | -4% | 28% | -3 | Cc1oc(-c2cccs2)nc1CS(=O)CC(=O)NCCCN1CC(C)CC(C)C1 (stereo not drawn)
-29% | ? | 5% | 15% | 0% | 8% | 3% | 36% | 4 | Cc1cc(C(=O)OCC(=O)N2CC(C)OC(C)C2)c2ccccc2n1 (stereo not drawn)
0%[57.4 µM] | 42%[0.501 µM] | -2% | -25% | 0% | -31%[57.1 µM] | -19% | 20% | -2 | O=C(NCc1ccco1)c1ccccc1-c1ccc(C(F)(F)F)cc1
3% | ? | -4% | 10% | -2% | 8% | -6% | 29% | 2 | COC(=O)c1nnn(-c2ccccc2)c1N
-24% | 7%[59 µM] | 2% | -2% | -1% | · | 5% | 51%[activator] | 2 | COc1ccc(-n2c(=O)c3ccc(C(=O)NCc4ccc(C)cc4)cc3n(Cc3cccc(Cl)c3)c2=O)cc1
0% | -2% | 0% | 10% | -12% | · | -8% | 17% | 9 | C/C=C/c1ccc(OCC(=O)Nc2ccc(OC)c(OC)c2)c(OC)c1
3% | -6% | 1% | 1% | 7% | -10% | -11% | 16% | -13 | CCCCNC(=O)CNC(=S)N(Cc1ccccc1)Cc1cccs1
-27% | 11µM* | 0% | -16% | 6% | ? | ? | 32%[activator] | 3 | COCCn1c(=S)[nH]c2cc(C(=O)NC(C)C)ccc2c1=O
-12% | -22%[59 µM] | -18% | -29% | -4% | -17% | -23% | 4% | 4 | CC(CNC(=O)c1nnc(Cc2cccc(F)c2)o1)c1ccccc1 (stereo not drawn)
? | ? | -18% | -9% | 18% | -30% | -12% | -7% | 3 | CC(=O)Nc1ccc(-c2csc(NC(=O)C3=COCCO3)n2)cc1
-8% | · | -2% | ? | 5% | · | -19% | 10% | 2 | COc1cccc2c3cccc(OC)c3c3[nH]cnc3c12
-11% | 5%[59 µM] | 5% | 6% | 3% | -3% | -15% | 35% | 1 | O=C(Cc1ccc(Cl)cc1)NCC(c1cccs1)S(=O)(=O)c1ccc(F)cc1 (stereo not drawn)
? | 8.9µM* | 4% | ? | -16% | ? | -35% | ? | -8 | CCC(=O)Nc1nc(=S)ss1
399%[activator] | · | 1% | -11% | -9% | -8% | 10% | 24% | 2 | COC(=O)Cc1c(C)nc2nc(NCc3ccccc3OC)[nH]n2c1=O
· | -33%[0.501 µM] | -4% | ? | · | 13µM* | 45µM* | -89% | ? | CCN(CC)c1ccc2nc3ccc(N)cc3[n+](-c3ccccc3)c2c1
-22% | -41% | 1% | -14% | 10% | · | -13% | 31% | 1 | CCc1nc2ccccc2c(C(=O)NCc2ccc(OC)cc2)c1C
27% | -35%[59 µM] | 8% | 1% | -3% | 20% | -14% | 15% | 0 | O=C(NC(=S)Nc1ccc(Cl)cn1)c1cccs1

Part of the list above, reduced to HP1b chromo inh, JMJD2A Tudor inh and 12-LOX inh.
compound,HP1b chromo inh,JMJD2A Tudor inh,12-LOX inh
CC(CNC(=O)c1nnc(Cc2cccc(F)c2)o1)c1ccccc1 (stereo not drawn),4%,-23%,-12%
CC(=O)Nc1ccc(-c2csc(NC(=O)C3=COCCO3)n2)cc1,-7%,-12%,?

The results go on:
12-LOX inh | G9a block | GLS inh | RGS4 inhibitor | ERG Ets-DNA blk | BAZ2B inh | JMJD2A Tudor inh | HP1b chromo inh | PI4K2A block | canonical_smiles
93%[activator] | ? | 0% | -29% | -2% | -21% | -10% | -13% | 2 | CCCSC1=C(C#N)C(c2cccs2)CC(=O)N1 (stereo not drawn)
0% | 79µM* | 46%[activator] | -14% | -7% | ? | -26% | 25% | 2 | COc1cc(/C=N/Nc2nn3cnnc3c3ccccc23)ccc1O
1% | · | -1% | 1% | 4% | 1% | 0%[57.1 µM] | -1% | 14 | CCOC(=O)CNC(=O)C12CC3CC(C1)CC(c1ccc(C)cc1)(C3)C2
? | -8% | 0% | -8%&26% | -5% | -8% | 5% | 28% | 15 | N#Cc1nc(N2CCOCC2)nc(N2CCOCC2)n1
0% | · | -2% | -9% | 5% | -3% | 0% | 19% | 2 | O=C(CCC(=O)OCc1ccc([N+](=O)[O-])cc1Cl)Nc1ccccc1
? | 45µM* | -5% | 3% | -13% | ? | ? | ? | -2 | CN(C)CCCNc1nc2sc3c(c2c(=O)n1CCc1ccccc1)CCCCC3
-9% | 0% | -7% | -36% | 10% | 3% | ? | 1% | 5 | CCOC(=O)CC(NC(=O)Cn1nnc(-c2ccccc2F)n1)c1ccc(OC)cc1 (stereo not drawn)
-6% | 12% | 0% | -11% | -2% | -4% | -14% | 22% | -1 | Cc1cc(NC(=O)c2cccc(S(=O)(=O)N3CCC(C)CC3)c2)no1

From PubChem BioAssay
